# HUVEC prolif 384: inhibitors of HUVEC proliferation, primary screen, cell-based, 384-well | CellTiter-Glo luminescence, 72 h; stronger effect = lower value | viability, % at 10 µM (by protocol) | 1.1% of 86,000 active;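 active = viability at or below 30%; inactive = viability above 30%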;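 note: 100% = median luminescence of DMSO-only cell control wells on each plate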
# ERb SRC1 inh: inhibitors of ERβ-SRC1 coactivator interaction, primary screen, biochemical, TR-FRET, ERβ LBD, SRC-1 peptide | 1.3% of 86,000 active | TR-FRET ER-beta LBD / SRC1-Cy5 peptide binding; receptor agonist-loaded with 1 µM estradiol | inhibition, % at 25.6 µM | Estrogen receptor beta (Homo sapiens), Q92731;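 active = compounds whose percent inhibition of the receptor-coactivator binding signal exceeds about 50% in the single-dose screen, limit read from the data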;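 note: 0% = receptor plus peptide wells without compound and 100% = peptide-only wells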
# Target sequence (Q92731 whole entry, looked up, the tested form may be a part): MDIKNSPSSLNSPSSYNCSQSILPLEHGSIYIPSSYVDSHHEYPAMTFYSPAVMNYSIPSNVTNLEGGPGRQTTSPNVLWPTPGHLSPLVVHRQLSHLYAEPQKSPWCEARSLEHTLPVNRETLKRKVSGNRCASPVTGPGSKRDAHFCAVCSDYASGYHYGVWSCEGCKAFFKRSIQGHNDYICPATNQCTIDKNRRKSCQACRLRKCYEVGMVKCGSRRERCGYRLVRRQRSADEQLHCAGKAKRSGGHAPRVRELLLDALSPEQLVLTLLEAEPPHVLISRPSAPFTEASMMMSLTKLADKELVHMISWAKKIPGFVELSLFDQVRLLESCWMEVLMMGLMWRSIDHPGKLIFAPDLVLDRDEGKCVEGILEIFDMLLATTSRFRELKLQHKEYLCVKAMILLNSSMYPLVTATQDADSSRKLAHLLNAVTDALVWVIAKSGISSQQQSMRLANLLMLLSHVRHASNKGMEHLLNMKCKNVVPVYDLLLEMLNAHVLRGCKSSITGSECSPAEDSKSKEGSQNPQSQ
# Lung fibro prol: antiproliferative effect on LL 47 fibroblasts – human, LL 47 cells, CellTiter-Glo luminescence, primary screen; 1.1% of 85,000 active; viability, % at 10 µM; LL 47 human lung fibroblast viability, ATP luminescence; stronger effect = lower value; AID 719, 2007;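 active = viability at or below 50% in the single dose screen; inactive = viability above 50%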;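 note: compound exposure lasted 72 h before the ATP readout; 100% = median luminescence of untreated cell-only wells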
#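 test system = LL 47 human lung fibroblasts | amount = 1,150 fibroblasts seeded per well | medium = 15% FBS in IMEM | times = overnight cell rest, 72 h compound treatment at 37 °C | measured by = CellTiter-Glo luminescence measuring cellular ATP | read-out = viability percentage against median untreated-cell control | benchmarks = cell-only wells, no compound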
# ERa coact pot: enhancers of ERα–SRC-1 coactivator binding, primary screen, biochemical, TR-FRET, ERα LBD, low estradiol; AID 639, 2007; coactivator binding (% of control), % at 25.6 µM; 1.3% of 86,000 active; Estrogen receptor (Homo sapiens), P03372; TR-FRET ERalpha-LBD/SRC-Cy5 coactivator binding, 2 h; 100 = basal binding, no effect; in the data active = activity above about 200%;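 note: binding measured in presence of low estradiol as agonist stimulus; 0% = peptide alone without receptor and 100% = receptor with peptide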
# Target sequence (P03372 whole entry, looked up, the tested form may be a part): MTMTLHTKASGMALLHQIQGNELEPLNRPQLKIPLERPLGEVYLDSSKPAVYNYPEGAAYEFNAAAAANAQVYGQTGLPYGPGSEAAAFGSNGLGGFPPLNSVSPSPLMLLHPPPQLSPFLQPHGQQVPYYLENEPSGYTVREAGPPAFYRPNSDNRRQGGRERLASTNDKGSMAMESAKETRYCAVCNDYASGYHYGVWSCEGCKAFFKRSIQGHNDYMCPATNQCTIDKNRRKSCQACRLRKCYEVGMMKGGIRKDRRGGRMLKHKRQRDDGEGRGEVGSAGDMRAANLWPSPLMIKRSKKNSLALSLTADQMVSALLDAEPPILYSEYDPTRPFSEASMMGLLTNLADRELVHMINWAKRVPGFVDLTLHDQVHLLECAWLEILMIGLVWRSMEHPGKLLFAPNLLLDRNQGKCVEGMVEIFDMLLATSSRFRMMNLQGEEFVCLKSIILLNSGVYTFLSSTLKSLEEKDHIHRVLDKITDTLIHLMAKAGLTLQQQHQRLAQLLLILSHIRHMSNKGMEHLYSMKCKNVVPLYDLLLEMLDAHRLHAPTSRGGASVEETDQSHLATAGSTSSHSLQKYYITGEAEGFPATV
# H69AR inhibit: proliferation blockers of H69AR lung cancer cells, primary screen, cell-based, human, 86K library; H69AR lung tumor viability, ATP luminescence, 72 h; stronger effect = lower value; viability, % at 10 µM; 6% of 85,000 active;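 active = viability at or below 40%; inactive = viability above 40%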;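 note: multidrug resistant small cell line overexpressing MRP-1 efflux transporter; 100% = mean luminescence of untreated control wells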
# Smad3 inh: Smad3/FoxH1 peptide binding inhibitors, primary screen, biochemical, TR-FRET. Mothers against decapentaplegic homolog 3 (Homo sapiens), P84022. TR-FRET Smad3/Dy647-FoxH1 peptide binding, europium anti-His. inhibition, % at 25 µM. 0.29% of 88,000 active. AID 630, 2007;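 active = compounds that reduce the energy-transfer binding signal between the protein and its labelled peptide by more than half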;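 note: 0% = Smad3 plus labelled peptide maximal FRET and 100% = peptide-only background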
# MT1-MMP txn act: MT1-MMP promoter reporter activation – cell-based, luciferase luminescence, primary screen. 0.16% of 86,000 active. AID 750, 2007. HT1080 MT1-MMP promoter luciferase reporter, overnight; stronger effect = higher value. activation factor at 10 µM;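 active = activation factor of at least 2 for MT1-MMP transcription at 10 µM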
# CD11b adhes enh: enhancers of CD11b/CD18 adhesion to fibrinogen, primary screen, K562 cells, luminescence; ATPlite luminescence; activation, % at 10 µM; 0.07% of 93,000 active; Integrin beta-2 (Homo sapiens) + Integrin alpha-M (Homo sapiens), P05107+P11215; AID 1499, 2009;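 active = 10 µM primary screen giving 50% or more activity, confirmed by 40% or more on retest at that dose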; note: strong numbers were not always called active
# ERa coact inh: ERα–SRC-1 coactivator interaction inhibitors, primary screen, biochemical, TR-FRET, ERα LBD, estradiol-bound; Estrogen receptor (Homo sapiens), P03372; TR-FRET ER-alpha LBD / SRC-1 peptide; inhibition, % at 25.6 µM; 1.7% of 86,000 active; AID 629, 2007; in the data active = inhibition above about 50%;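 note: 0% = receptor plus peptide control and 100% = peptide only without receptor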
# * hit, by the source's call; . = not tested or not shown; [ ] = another dose, or the depositor's remark.
SMILES,HUVEC prolif 384,ERb SRC1 inh,Lung fibro prol,ERa coact pot,H69AR inhibit,Smad3 inh,MT1-MMP txn act,CD11b adhes enh,ERa coact inh
O=C(CSc1ncnc2nc[nH]c12)N1CCN(c2ccc(Cl)cc2)CC1,87,1,100,119[fluorescence artefact?],85,-4,1.1,-2,3
COC(=O)COc1ccc(S(=O)(=O)N2CCN(c3ccc(F)cc3)CC2)cc1,92,-4[fluorescence artefact?],91,121,96,21,1.1,1,9[fluorescence artefact?]
CCCn1c(CNC(=O)Cc2ccccc2)nc2ccccc21,105,-3[fluorescence artefact?],106,109,104,1,1.1,3,7[fluorescence artefact?]
CCOC(=O)N1CCC(NC(=O)c2ccc(CNS(=O)(=O)c3ccc(F)cc3)cc2)CC1,95,-3,87,121,56,-2,1.4,0,-1
CCCCOC(=O)CNc1n[nH]c(=S)[nH]c1=O,84,-13,94,96,92,-6,1.1,-2,-5
Cc1cc(C)c2cc(CN(Cc3nnnn3Cc3ccc(F)cc3)C3CCCC3)c(=O)[nH]c2c1,88,6,90,118,65,-10,1.2,.,8
CC(C)OC(=O)CCNc1n[nH]c(=O)[nH]c1=O,98,-2,98,111[fluorescence artefact?],106,3,1.3,10,-16
CCn1c(SCC(N)=O)nc2c(c1=O)C1(CCCC1)Cc1ccccc1-2,83,-12,96,86,82,3,1.2,3,-2
CCOC(=O)CC(=O)CSc1nc2c(c(C)c1C#N)CCC2,78,9,103,99,12*,-3,0.9,2,2[fluorescence artefact?]
CCCN(Cc1ccc(N(C)C)cc1)CC1CC1,.,7,.,97,.,-8,1,-3,8
CCOC(=O)C1CCN(C(=O)C2(NC(=O)Nc3ccccc3Cl)CCCCC2)CC1,90,-5,96,104,85,6[fluorescence artefact?],1,2,0
Cc1c(C(O)CN2CCC(C(N)=O)CC2)c2ccccc2n1C (centres undefined),93,-29,87,105,90,13,1.1,0,-54
N#Cc1c(NC(=O)CSc2ncc(-c3ccccc3)n2CC2CCCO2)sc2c1CCCC2 (centres undefined),69,-6,106,113,84,-4,1.3,0,-2
COc1ccc(NC(=O)Cn2c(-c3ccc(OC)cc3)cn(-c3ccc(C)cc3)c2=O)cc1,97,14,105,103,103,-23,.,-2,38[fluorescence artefact?]
CCC(C)(C)NC(=O)C(c1cccn1C)N(Cc1ccc(C)cc1)C(=O)Cn1nnc2ccccc21 (centres undefined),95,-2[fluorescence artefact?],74,118[fluorescence artefact?],60,3,1.4,1,9[fluorescence artefact?]
COc1ccc(C2CC(c3c(Cl)cccc3Cl)n3nc(N)nc3N2)cc1 (centres undefined),96,2[fluorescence artefact?],107,113,87,-17,1.1,-5,-5
COc1ccc(/C(O)=C2/C(=O)C(=O)N(CC3CCCO3)C2c2cccc(O)c2)cc1 (centres undefined),107,-14,93,113,82,-6,1.3,.,-9
CCn1cnc2scc(-c3ccccc3)c2c1=O,89,-2,99,128,77,-2,1,6,-5[fluorescence artefact?]
CCNCCC(=O)N1c2ccccc2Sc2ccc(NC(=O)OCC)cc21,86,-18,92,107,79,7,1.1,.,-22
CCc1nc(SCC(=O)O)c(C#N)cc1C,91,-5[fluorescence artefact?],99,109,96,8,1.2,1,8[fluorescence artefact?]
COc1cc(S(=O)(=O)NCc2cccnc2)c(OC)cc1Br,98,0,100,116,96,0,1.1,4,2
CCOC(=O)C(CSCC(=O)c1ccc(Cl)cc1Cl)NC(=O)OC(C)(C)C (centres undefined),103,10,99,89,94,3,1.3,-1,-3
Cc1n[nH]c(C)c1S(=O)(=O)N1CCCC(C(=O)Nc2ccc3c(c2)OCCO3)C1 (centres undefined),94,3,100,92[fluorescence artefact?],95,-9[fluorescence artefact?],1.3,-2,-1
Cc1ccc2ncccc2c1NS(=O)(=O)c1ccccc1,98,-2,108,108[fluorescence artefact?],99,-5,1,-4,-14
COc1ccc(-c2cc(C3CCN(c4ncccc4[N+](=O)[O-])CC3)[nH]n2)cc1,59,2,96,88,68,5,.,3,-3
Cc1ccccc1C(=O)Nc1ccc2c(c1)OCO2,94,-12,107,118,108,-6,0.9,2,-11
CC(=O)c1[nH]c(C)c(C(C)=O)c1C,92,-13,93,114,94,-2,1,.,0
O=C(c1cnn2c1NC(c1ccc(Br)cc1)CC2C(F)(F)F)N1CCN(C23CC4CC(CC(C4)C2)C3)CC1 (centres undefined),89,-2,93,121[fluorescence artefact?],88,-3,1.1,.,0[fluorescence artefact?]
O=C(O)c1cccc(NS(=O)(=O)c2cccc3cccnc23)c1,88,4,99,150,95,1,1.1,-2,-5
CC(C)(C)c1cc(C(=O)O)nn1-c1ccccc1,91,-14,.,116,86,7,1.1,-3,20[fluorescence artefact?]
Cc1nc2ccc(C(C(F)(F)F)(C(F)(F)F)C(F)(F)F)cc2[nH]1,79,-13,78,96[fluorescence artefact?],94,-7,1.1,1,-3
CSc1ccccc1C(=O)NC1CCCC1,108,-8,110,99,101,3,.,-1,-6
O=C(c1cnn2c(C(F)(F)F)cc(-c3ccco3)nc12)N1CCCCCC1,88,-6,99,107[fluorescence artefact?],77,2,1.2,-4,-3
O=C(C1CCCCC1)N(CCN1CCCC1)c1nc2ccccc2s1,85,-4[fluorescence artefact?],105,104,106,-11,1.4,.,5[fluorescence artefact?]
O=C1CC(N2CCC(c3nc4ccccc4o3)CC2)C(=O)N1c1ccc(Cl)cc1 (centres undefined),98,-4,104,94,98,0,1.1,.,-6
CCOC(=O)N1CCN(Cc2nc3c(c(=O)n(C)c(=O)n3C)n2Cc2ccc(F)cc2)CC1,97,3,99,97[fluorescence artefact?],65,10,1.1,4,-2[fluorescence artefact?]
CCOC(=O)/C=c1\s/c(=C\c2ccc3c(c2)OCCO3)c(=O)n1CC(=O)NCC1CCCO1 (centres undefined),91,26[fluorescence artefact?],103,104[fluorescence artefact?],86,6,1.1,5,9
Cc1cccc(OCc2nnc(SCC(=O)c3cccs3)n2C)c1C,100,5[fluorescence artefact?],91,112,94,-1,1.1,-2,13[fluorescence artefact?]
CC(=O)c1c(C)[nH]c(C(=O)CSc2nnc(-c3ccccc3)n2Cc2ccc3c(c2)OCO3)c1C,13*,1,82,117,20*,-4,1.2,-2,-4
CC(C)(C)NC(=O)CCC1COc2ccccc2O1 (centres undefined),104,-4,101,101,92,16,1.1,2,15[fluorescence artefact?]
Cc1cccc(NC2=NC3(CCCCC3)N=C(N)N2)c1C,104,-3,92,92,90,9,1.1,-1,3
CCN(CC)CC(=O)NCC1(c2ccccc2)CCOCC1,102,-11,103,98,95,4,.,5,-6
COC(=O)Nc1ccc(S(=O)(=O)Nc2cccc3ccccc23)cc1,80,-5,.,86,35*,-4,1.2,.,-8
Cc1ccc(N(C(C)C(=O)O)S(=O)(=O)c2cccnc2)cc1 (centres undefined),105,3,103,90,109,4,1.1,0,-5
O=C(NC1CCCC1)C(c1cccs1)N(C(=O)c1ccno1)c1ccccc1 (centres undefined),108,5,107,131,84,5,1.1,0,-2

# Gathered by group: those above with a Cl atom.
SMILES,HUVEC prolif 384,ERb SRC1 inh,Lung fibro prol,ERa coact pot,H69AR inhibit,Smad3 inh,MT1-MMP txn act,CD11b adhes enh,ERa coact inh
O=C(CSc1ncnc2nc[nH]c12)N1CCN(c2ccc(Cl)cc2)CC1,87,1,100,119[fluorescence artefact?],85,-4,1.1,-2,3
CCOC(=O)C1CCN(C(=O)C2(NC(=O)Nc3ccccc3Cl)CCCCC2)CC1,90,-5,96,104,85,6[fluorescence artefact?],1,2,0
COc1ccc(C2CC(c3c(Cl)cccc3Cl)n3nc(N)nc3N2)cc1 (centres undefined),96,2[fluorescence artefact?],107,113,87,-17,1.1,-5,-5
CCOC(=O)C(CSCC(=O)c1ccc(Cl)cc1Cl)NC(=O)OC(C)(C)C (centres undefined),103,10,99,89,94,3,1.3,-1,-3
O=C1CC(N2CCC(c3nc4ccccc4o3)CC2)C(=O)N1c1ccc(Cl)cc1 (centres undefined),98,-4,104,94,98,0,1.1,.,-6

# Next part:
SMILES,HUVEC prolif 384,ERb SRC1 inh,Lung fibro prol,ERa coact pot,H69AR inhibit,Smad3 inh,MT1-MMP txn act,CD11b adhes enh,ERa coact inh
Cc1cccc(-c2nsc(SCC(=O)Nc3nccs3)n2)c1,86,-8,97,117,64,6,1,.,-5
O=C(NCc1ccc2c(c1)OCO2)C1CCN(S(=O)(=O)c2ccc(Br)s2)CC1,93,7,95,116,97,9,.,2,-3
CC(CCc1ccccc1)C(=O)NO (centres undefined),97,-13[fluorescence artefact?],102,102,77,-3,1.2,-1,-53
CC1(C)CC(=O)C(C=NCCCO)=C(O)C1,99,6,95,113,79,11,1.1,-4,-4
CC(C)(C)OC(=O)C1C(=O)CC(C)(O)C(C(=O)OC(C)(C)C)C1c1cccnc1 (centres undefined),100,-12,101,102,73,29[fluorescence artefact?],1.1,1,2
COc1ccc(OC)c(N=c2oc3cc(O)ccc3cc2C(N)=O)c1,80,35,82,68[fluorescence artefact?],44,-8,1,-3,21
CN(C1=C(N2CCCCC2)C(=O)c2ccccc2C1=O)c1ccccc1,67,-5,94,102[fluorescence artefact?],64,-14,1.3,-5,-16
CC1(C)CC(=O)C(C=Nc2cccc(/N=C/C3=C(O)CC(C)(C)CC3=O)n2)=C(O)C1,97,4,102,78,95,-17,1.1,-5,2
CCCCCCn1cnc2c(c1=O)c1nc3ccccc3nc1n2/N=C/c1ccco1,74,26,97,51[fluorescence artefact?],85,-10,1,-2,22
Cc1ccccc1N=C/C=C1/C=C(c2ccccc2)OC(C)(C)O1,95,-10,94,86,87,0,1.2,.,3
O=C(CSc1nc2ccccc2c(=O)n1-c1cccc(C(F)(F)F)c1)NC1CC1,91,-2,100,97,93,-1,1.1,-1,-5
CCC(=O)NC(Nc1sc2c(c1C(=O)OC)CCN(C)C2)(C(F)(F)F)C(F)(F)F,103,-12,90,105[fluorescence artefact?],77,6,1.2,.,-5
Cc1cc(Nc2cc(C)on2)n2ncnc2n1,102,-17[fluorescence artefact?],94,96,95,-12,1.1,-5,12[fluorescence artefact?]
O=C1CSC(=NC(=O)c2ccccc2)N1,100,0,93,89,83,-9,1.1,0,5
CC(=O)c1cccc(N(CC(=O)O)S(C)(=O)=O)c1,104,-2,100,122[fluorescence artefact?],90,-6,1.1,-2,-8
O=C(CN(C(=O)Cn1nnc(-c2cccs2)n1)c1cnc2ccccc2c1)NCC1CCCO1 (centres undefined),88,-10,96,102[fluorescence artefact?],88,2,1,7,-6
c1ccc(OCCSc2nnc3sc4ccccc4n23)cc1,90,-6,101,93,97,-5,.,-6,-4
O=C1CCC(=O)N1c1nc2nc(-c3ccccc3)cc(-c3ccccc3)n2n1,97,9,101,58[fluorescence artefact?],103,-15,1.2,-6,10[fluorescence artefact?]
COCCNc1oc(-c2ccc(C)cc2)nc1C#N,96,-7,101,96,105,7,1.6,-1,-12
Cn1c(N2CCOCC2)nc2c1c(=O)n(Cc1ccc(Cl)c(Cl)c1)c(=O)n2C,68,-23,92,97,63,16,1.1,9,-18

# Not all compounds are listed. The share of hits here may be higher or lower than overall.
